Source: PubChem BioAssay (several laboratories)
FBA Mtb inh: inhibitors of M. tuberculosis fructose-bisphosphate aldolase; P9WQA3; purified M. tuberculosis FBA, fluorescence read-out; inhibition, % at 1 µM; actives 2.3% (n = 360,000); in the data active = inhibition above about 27%;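 also: 0% = vehicle and 100% = reference inhibitor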
Target sequence (P9WQA3 whole entry, looked up): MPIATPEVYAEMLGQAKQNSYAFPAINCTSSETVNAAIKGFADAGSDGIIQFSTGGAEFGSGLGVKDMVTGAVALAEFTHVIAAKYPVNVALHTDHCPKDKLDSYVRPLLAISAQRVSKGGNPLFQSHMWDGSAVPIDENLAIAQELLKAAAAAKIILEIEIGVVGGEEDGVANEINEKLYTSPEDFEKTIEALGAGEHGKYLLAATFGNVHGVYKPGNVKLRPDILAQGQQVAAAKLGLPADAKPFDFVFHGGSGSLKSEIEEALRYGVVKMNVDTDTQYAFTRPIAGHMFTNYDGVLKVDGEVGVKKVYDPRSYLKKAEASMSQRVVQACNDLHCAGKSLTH
GDH-TPI counter: GDH-TPI coupled enzyme inhibition counter-screen; GDH-TPI coupled enzyme counterscreen, NADH absorbance; inhibition, % at 4.8 µM; actives 1.2% (n = 360,000); in the data active = inhibition above about 30%;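 also: 0% = DMSO wells and 100% = wells lacking the enzyme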
PfHsp40 yeast: compounds rescuing yeast from Plasmodium falciparum HSP40 toxicity | growth rescue, % at 12.5 µM | actives 0.68% (n = 340,000) | S. cerevisiae expressing PfHsp40, growth rescue, ATP luminescence; in the data active = growth rescue above about 28%, passing the limit was not always enough;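 also: yeast W303a lacking pdr1 and pdr3 grown in galactose medium; growth measured after three days at 30 °C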
FadD28 FP inh: inhibitors of Mycobacterium tuberculosis FadD28 bisubstrate binding; FadD28 bisubstrate probe binding, fluorescence polarization; inhibition, % at 12.5 µM; actives 0.22% (n = 360,000); in the data active = inhibition above about 8.5%, passing the limit was not always enough
Vc quorum ag: induces V. cholerae light production without autoinducers. activation, % at 18.7 µM. AID 588436. V. cholerae BH1578 lux reporter, luminescence, 6 h. actives 0.16% (n = 350,000); in the data active = activation mostly above about 9.7%, no sharp cut-off; also: not every result past the cut was called active; inactives centre near 0; reference of the scale not given here
Y pestis TopoI: blocks Yersinia pestis topoisomerase I activity; actives 0.064% (n = 360,000); activity, % at 10 µM; Y. pestis Topo-I cleavage product accumulation, plate reader; in the data active = activity above about 50%, passing the limit was not always enough; also: inactives centre near 2
Mtb BioA inh: BioA (M. tuberculosis) enzyme inhibition. purified M. tuberculosis BioA enzyme, plate reader. actives 0.096% (n = 360,000). inhibition, % at 9.99 µM; in the data active = inhibition above about 40%
Mtb UGM inh: inhibitors of M. tuberculosis UDP-galactopyranose mutase | inhibition, % at 10 µM | purified UGM, fluorescence polarization probe displacement | actives 0.06% (n = 320,000); in the data active = inhibition above about 10%, passing the limit was not always enough
Target sequence (P9WIQ1 whole entry, looked up): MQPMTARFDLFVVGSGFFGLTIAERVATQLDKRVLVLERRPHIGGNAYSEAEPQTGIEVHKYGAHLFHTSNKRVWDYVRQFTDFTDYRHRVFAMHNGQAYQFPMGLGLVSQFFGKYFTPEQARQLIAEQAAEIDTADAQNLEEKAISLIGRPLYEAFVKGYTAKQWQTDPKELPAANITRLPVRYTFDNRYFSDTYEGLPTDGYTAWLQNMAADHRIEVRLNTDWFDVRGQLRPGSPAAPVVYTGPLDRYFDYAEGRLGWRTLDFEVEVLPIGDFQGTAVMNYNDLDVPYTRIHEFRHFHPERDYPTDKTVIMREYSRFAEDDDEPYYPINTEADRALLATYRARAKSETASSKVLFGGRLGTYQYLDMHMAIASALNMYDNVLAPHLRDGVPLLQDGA
TcdB inh: TcdB glycohydrolase inhibition | AID 652162 | actives 0.24% (n = 350,000) | TcdB glycohydrolase enzymatic assay, plate reader | inhibition, % at 9.99 µM; in the data active = inhibition above about 10%
* marks the source's active call; other numbers are inactive results.

Results for CN(Cc1nc(-c2cccc(Cl)c2)no1)C1CCOCC1 ?
FBA Mtb inh: -3; GDH-TPI counter: -11; PfHsp40 yeast: -0.2; FadD28 FP inh: -2.3; Vc quorum ag: 0.1; Y pestis TopoI: -2; Mtb UGM inh: 5.6; TcdB inh: -0.2

Results for Cc1c(NC(=O)Nc2ccccc2[N+](=O)[O-])c(=O)n(-c2ccccc2)n1C ?
FBA Mtb inh: 3; GDH-TPI counter: 2; PfHsp40 yeast: -0.1; FadD28 FP inh: -2.7; Vc quorum ag: -7.7; Y pestis TopoI: 1; Mtb BioA inh: -1.0; Mtb UGM inh: 3.4; TcdB inh: 0.7

What do the screens show for `O=C(NCCN1CCOCC1)c1cc([N+](=O)[O-])ccc1Cl`?
FBA Mtb inh: 0; GDH-TPI counter: 3; PfHsp40 yeast: -2.2; FadD28 FP inh: -1.4; Vc quorum ag: -0.6; Y pestis TopoI: -3; Mtb BioA inh: -2.5; Mtb UGM inh: 3.7; TcdB inh: 4.3

Results for COCCn1c(C(C)C)nc2oc3ccccc3c(=O)c2c1=O ?
FBA Mtb inh: 0; GDH-TPI counter: -2; PfHsp40 yeast: -0.7; FadD28 FP inh: 0.3; Vc quorum ag: -0.3; Y pestis TopoI: -3; Mtb BioA inh: -0.4; Mtb UGM inh: 3.7

How did Clc1nnc(Cl)c2c1ncn2Cc1ccccc1 do in these assays?
FBA Mtb inh: 3; GDH-TPI counter: -7; PfHsp40 yeast: -0.6; FadD28 FP inh: -4.5; Vc quorum ag: 3.7; Y pestis TopoI: -6; Mtb UGM inh: 1.3; TcdB inh: -13

How did O=C1CC(c2ccco2)CC(O)=C1C=NCCN1CCN(C(=O)Nc2ccc(Cl)cc2)CC1 (stereo not drawn) do in these assays?
FBA Mtb inh: -3; GDH-TPI counter: 5; PfHsp40 yeast: -0.4; FadD28 FP inh: -0.7; Vc quorum ag: -3.4; Y pestis TopoI: 8; Mtb UGM inh: -2.4

What do the screens show for `Nc1ccc(C(=O)OCC(=O)Nc2cc([N+](=O)[O-])ccc2F)cc1`?
FBA Mtb inh: 1; GDH-TPI counter: 6; PfHsp40 yeast: -0.4; FadD28 FP inh: 0.9; Vc quorum ag: -0.4; Y pestis TopoI: 3; Mtb BioA inh: 0.4; Mtb UGM inh: 0.1; TcdB inh: 0.5

Results for C/C(CC(=O)C(F)(F)F)=N\NC(=O)/C(C#N)=C/N(C)C ?
FBA Mtb inh: 6; GDH-TPI counter: 4; PfHsp40 yeast: 0.6; FadD28 FP inh: 0.3; Vc quorum ag: -1.2; Y pestis TopoI: -3; Mtb BioA inh: 2.2; Mtb UGM inh: 0.3; TcdB inh: -0.3

Results for N#Cc1c(SCC(=O)N2CCOCC2)nsc1SCC(=O)N1CCOCC1 ?
FBA Mtb inh: 1; GDH-TPI counter: 1; PfHsp40 yeast: -1.6; FadD28 FP inh: -1.2; Vc quorum ag: inactive; Y pestis TopoI: 6; Mtb BioA inh: -0.2; Mtb UGM inh: 0.1

Results for Cc1csc(SCC(=O)N2CCN(S(=O)(=O)c3ccccc3)CC2)n1 ?
FBA Mtb inh: 0; GDH-TPI counter: 9; PfHsp40 yeast: -0.1; FadD28 FP inh: 1.4; Vc quorum ag: inactive; Y pestis TopoI: -1; Mtb BioA inh: -0.3; Mtb UGM inh: 0.9

How did Cc1ccc(C(=O)N2N=C(c3ccc(Br)cc3)CC2c2ccccc2O)cc1 (stereo not drawn) do in these assays?
FBA Mtb inh: 0; GDH-TPI counter: 18; PfHsp40 yeast: -0.3; FadD28 FP inh: -5.4; Vc quorum ag: 0.8; Y pestis TopoI: 38; Mtb BioA inh: -0.8; Mtb UGM inh: -0.2; TcdB inh: -0.4

What do the screens show for `CCN1C(=O)N[C@@H](c2ccccc2)C(C(=O)OC)=C1C`?
FBA Mtb inh: 2; GDH-TPI counter: 14; PfHsp40 yeast: -1.5; FadD28 FP inh: -5.8; Vc quorum ag: inactive; Y pestis TopoI: -2; Mtb BioA inh: 0.2; Mtb UGM inh: 0.5

How did CCc1cc(C(=O)COc2ccc(F)cc2)c(O)cc1O do in these assays?
FBA Mtb inh: 0; GDH-TPI counter: 14; PfHsp40 yeast: 17; FadD28 FP inh: -0.5; Vc quorum ag: -1.4; Y pestis TopoI: 2; Mtb UGM inh: -2.0; TcdB inh: 2.4

Results for COc1ccc(S(=O)(=O)NCc2cccnc2)cc1NC(=O)c1ccccc1 ?
FBA Mtb inh: -1; GDH-TPI counter: -3; PfHsp40 yeast: -0.7; FadD28 FP inh: -2.1; Vc quorum ag: -0.2; Y pestis TopoI: 0; Mtb BioA inh: 8.1; Mtb UGM inh: 0.6; TcdB inh: 1.1

How did COc1ccc2nc(COC(=O)c3cccs3)c(C(C)=O)[n+]([O-])c2c1 do in these assays?
FBA Mtb inh: 3; GDH-TPI counter: 9; PfHsp40 yeast: -0.3; FadD28 FP inh: -3.2; Vc quorum ag: -0.4; Y pestis TopoI: -3; Mtb UGM inh: -1.3; TcdB inh: -0.1

How did COc1cccc(C2NC(C)(C(=O)O)C3C(=O)N(C(C)C)C(=O)C23)c1O (stereo not drawn) do in these assays?
FBA Mtb inh: -1; GDH-TPI counter: 8; PfHsp40 yeast: -0.8; FadD28 FP inh: -1.1; Vc quorum ag: -0.5; Y pestis TopoI: 5; Mtb BioA inh: 0.2; Mtb UGM inh: 0.6; TcdB inh: -0.9

How did COc1cccc(CNC(=O)c2ccc(NC(=O)C3=CSCCO3)cc2)c1 do in these assays?
FBA Mtb inh: 2; GDH-TPI counter: 8; PfHsp40 yeast: 0.3; FadD28 FP inh: -3.1; Vc quorum ag: inactive; Y pestis TopoI: 7; Mtb BioA inh: 48*; Mtb UGM inh: -2.5; TcdB inh: -0.1

What do the screens show for `CC(C)(C)C(=O)Cn1c(=O)n(CC2CCCO2)c(=O)c2ccccc21` (stereo not drawn)?
FBA Mtb inh: 3; GDH-TPI counter: 2; PfHsp40 yeast: -0.2; FadD28 FP inh: -0.7; Vc quorum ag: -0.2; Y pestis TopoI: 0; Mtb BioA inh: -0.2; Mtb UGM inh: 0.9

Results for O=C(O)Cc1c(C(=O)O)nnn1-c1cccc(C(F)(F)F)c1 ?
FBA Mtb inh: 0; GDH-TPI counter: -2; PfHsp40 yeast: -0.2; FadD28 FP inh: -1.9; Vc quorum ag: -0.2; Y pestis TopoI: -13; Mtb BioA inh: -0.5; Mtb UGM inh: 2.4; TcdB inh: 2.9

What do the screens show for `CCOC(=O)C1=CCC2C(=O)N(CC)C(=O)C12` (stereo not drawn)?
FBA Mtb inh: -1; FadD28 FP inh: -2.3; Mtb BioA inh: -3.3; TcdB inh: -0.5

A draw from above in order of molar mass, low to high:
What do the screens show for `CCOC(=O)C1=CCC2C(=O)N(CC)C(=O)C12` (stereo not drawn)?
FBA Mtb inh: -1; FadD28 FP inh: -2.3; Mtb BioA inh: -3.3; TcdB inh: -0.5

What do the screens show for `CC(C)(C)C(=O)Cn1c(=O)n(CC2CCCO2)c(=O)c2ccccc21` (stereo not drawn)?
FBA Mtb inh: 3; GDH-TPI counter: 2; PfHsp40 yeast: -0.2; FadD28 FP inh: -0.7; Vc quorum ag: -0.2; Y pestis TopoI: 0; Mtb BioA inh: -0.2; Mtb UGM inh: 0.9

How did Cc1ccc(C(=O)N2N=C(c3ccc(Br)cc3)CC2c2ccccc2O)cc1 (stereo not drawn) do in these assays?
FBA Mtb inh: 0; GDH-TPI counter: 18; PfHsp40 yeast: -0.3; FadD28 FP inh: -5.4; Vc quorum ag: 0.8; Y pestis TopoI: 38; Mtb BioA inh: -0.8; Mtb UGM inh: -0.2; TcdB inh: -0.4

More entries follow:
How did CC(=O)Nc1nonc1-c1nc2ccccc2n1Cc1ccccn1 do in these assays?
FBA Mtb inh: 11; GDH-TPI counter: -3; PfHsp40 yeast: -1.0; FadD28 FP inh: 0.4; Vc quorum ag: inactive; Y pestis TopoI: 3; Mtb BioA inh: 1.9; Mtb UGM inh: 4.3

What do the screens show for `COc1cccc(CNC(=O)C2CCCN(S(=O)(=O)c3c(C)[nH]c(=O)[nH]c3=O)C2)c1` (stereo not drawn)?
FBA Mtb inh: -1; GDH-TPI counter: 0; PfHsp40 yeast: -0.4; FadD28 FP inh: -3.1; Vc quorum ag: inactive; Y pestis TopoI: 4; Mtb BioA inh: -17; Mtb UGM inh: 1.3

Results for COc1ccccc1N1CCN(S(=O)(=O)c2ccc(Br)s2)CC1 ?
FBA Mtb inh: 6; GDH-TPI counter: 10; PfHsp40 yeast: -1.3; FadD28 FP inh: -0.7; Vc quorum ag: -0.2; Y pestis TopoI: -4; Mtb BioA inh: -1.9

Results for Cn1c(NC(=O)c2ccc(F)c(F)c2)cc(=O)n(C)c1=O ?
FBA Mtb inh: -1; GDH-TPI counter: 6; PfHsp40 yeast: -0.7; FadD28 FP inh: 1.0; Vc quorum ag: -0.2; Y pestis TopoI: -4; Mtb BioA inh: -1.1; Mtb UGM inh: 2.9; TcdB inh: 0.8

What do the screens show for `Cc1ccc(OCC(=O)Nc2nnc(S(=O)(=O)N3CCC(C)CC3)s2)cc1`?
FBA Mtb inh: 3; GDH-TPI counter: 10; PfHsp40 yeast: 0.3; FadD28 FP inh: 0.0; Vc quorum ag: inactive; Y pestis TopoI: -5; Mtb BioA inh: 0.3; Mtb UGM inh: 0.3; TcdB inh: 0.4

How did COC(=O)c1cc(S(=O)(=O)N(C)C2CCCCC2)c[nH]1 do in these assays?
FBA Mtb inh: 1; GDH-TPI counter: 3; PfHsp40 yeast: 2.2; FadD28 FP inh: -1.9; Vc quorum ag: -0.3; Y pestis TopoI: -7; Mtb BioA inh: 0.2; Mtb UGM inh: -2.3; TcdB inh: 0.3

How did O=C(Cc1cccc2ccccc12)NN=Cc1ccc2c(c1)CCC2 do in these assays?
FBA Mtb inh: 3; GDH-TPI counter: 7; FadD28 FP inh: -2.0; Vc quorum ag: 4.5; Y pestis TopoI: -1; Mtb BioA inh: -0.6; TcdB inh: 0.5

Results for COCCCNc1nc2c(c(=O)[nH]c(=O)n2C)n1CC(O)COc1ccccc1C (stereo not drawn) ?
FBA Mtb inh: 0; GDH-TPI counter: 2; PfHsp40 yeast: 0.4; FadD28 FP inh: -2.0; Vc quorum ag: -0.2; Y pestis TopoI: 0; Mtb BioA inh: 0.0; Mtb UGM inh: 0.7; TcdB inh: 0.9

Results for N#Cc1ccc(C(=O)NCC(c2ccco2)N2CCCC2)cc1 (stereo not drawn) ?
FBA Mtb inh: 1; GDH-TPI counter: 4; PfHsp40 yeast: 0.3; FadD28 FP inh: -0.9; Vc quorum ag: -3.2; Y pestis TopoI: -11; Mtb BioA inh: -3.6; Mtb UGM inh: 0.0

Results for Cc1ccc(C(=O)CSc2nc(-c3ccccc3)ccc2C#N)cc1 ?
FBA Mtb inh: 1; GDH-TPI counter: 3; PfHsp40 yeast: -1.0; FadD28 FP inh: -1.5; Vc quorum ag: -0.2; Y pestis TopoI: 0; Mtb BioA inh: -1.4; Mtb UGM inh: 1.2

What do the screens show for `Cc1cc(C(=O)Nc2ccccc2)c(C)o1`?
FBA Mtb inh: -3; GDH-TPI counter: -2; PfHsp40 yeast: -0.4; FadD28 FP inh: -4.6; Vc quorum ag: -0.3; Y pestis TopoI: -6; Mtb BioA inh: -2.6; Mtb UGM inh: 0.6

What do the screens show for `COc1cc(OC)c(C=O)c(OC(=O)N2CCOCC2)c1`?
FBA Mtb inh: 1; GDH-TPI counter: 5; PfHsp40 yeast: -0.6; FadD28 FP inh: -0.1; Vc quorum ag: inactive; Y pestis TopoI: 5; Mtb BioA inh: -0.8; Mtb UGM inh: 3.0; TcdB inh: 0.0

Results for COc1ccc(OC)c(CCNC(=O)Cc2ccc(NC3=NC4CS(=O)(=O)CC4S3)cc2)c1 (stereo not drawn) ?
FBA Mtb inh: 5; GDH-TPI counter: 6; PfHsp40 yeast: 0.9; FadD28 FP inh: -1.2; Vc quorum ag: inactive; Y pestis TopoI: 0; Mtb BioA inh: -4.1; Mtb UGM inh: -1.4; TcdB inh: 1.4

Results for Cc1ccc(NS(=O)(=O)c2c(C(=O)N3CCCCCC3)c(C)n(C)c2C)c(Cl)c1 ?
FBA Mtb inh: -1; GDH-TPI counter: -4; PfHsp40 yeast: 0.1; FadD28 FP inh: -2.6; Vc quorum ag: -0.4; Y pestis TopoI: 16; Mtb BioA inh: -1.3; Mtb UGM inh: -1.5; TcdB inh: 5.1

An unsorted share of the library; 4.6% or so of the library scored in one or more.
